Screening data (PubChem BioAssay)
KCNQ2 block – KCNQ2 channel blockers in CHO-K1 cells – cell-based, FluxOR thallium flux, B-score, primary screen (AID 2156) | 310,000 compounds, 1.1% hits | 20 min; stronger effect = lower value | B-score at 10 µM;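 active = fluorescence ratio B-score at most minus 3 library SDs, with starting brightness B-score within 2 library SDs, cut at about -5.5 in these data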
Target sequence (O88943 whole entry, looked up): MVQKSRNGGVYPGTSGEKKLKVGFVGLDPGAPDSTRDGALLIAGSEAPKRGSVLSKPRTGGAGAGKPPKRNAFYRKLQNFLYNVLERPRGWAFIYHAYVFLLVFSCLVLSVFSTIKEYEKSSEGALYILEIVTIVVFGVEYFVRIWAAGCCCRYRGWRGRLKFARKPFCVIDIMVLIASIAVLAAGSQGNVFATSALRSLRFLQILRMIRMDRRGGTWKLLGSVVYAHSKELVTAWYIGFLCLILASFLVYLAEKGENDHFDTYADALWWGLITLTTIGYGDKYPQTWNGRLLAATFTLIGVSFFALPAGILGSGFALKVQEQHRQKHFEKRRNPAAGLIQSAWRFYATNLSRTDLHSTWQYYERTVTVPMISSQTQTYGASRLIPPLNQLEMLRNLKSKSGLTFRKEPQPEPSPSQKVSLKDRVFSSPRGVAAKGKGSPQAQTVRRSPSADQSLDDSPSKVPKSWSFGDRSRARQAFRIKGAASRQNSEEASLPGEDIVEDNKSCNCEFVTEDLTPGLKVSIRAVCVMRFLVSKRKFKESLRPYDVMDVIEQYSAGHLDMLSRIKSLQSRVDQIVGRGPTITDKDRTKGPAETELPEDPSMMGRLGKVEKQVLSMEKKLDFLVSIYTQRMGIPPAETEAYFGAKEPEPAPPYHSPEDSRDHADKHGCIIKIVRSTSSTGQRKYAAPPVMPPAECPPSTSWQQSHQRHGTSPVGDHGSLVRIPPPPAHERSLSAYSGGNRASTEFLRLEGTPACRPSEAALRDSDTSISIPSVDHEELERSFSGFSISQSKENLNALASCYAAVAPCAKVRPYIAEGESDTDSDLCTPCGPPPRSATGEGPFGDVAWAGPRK
Kir21 inh – blocks the mouse Kir2.1 inward-rectifier potassium channel; B-score at 10 µM; 310,000 compounds, 0.85% hits; HEK293-Kir2.1, FluxOR thallium flux fluorescence; stronger effect = lower value; AID 1672; P35561;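 active = fluorescence ratio B-score at or below minus 3 SD of library scores, with starting-brightness B-score within 2 SD, cut at about -4.2 in these data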;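 also: channel flux triggered by added potassium and thallium sulfate stimulus; B-score of peak minus minimum fluorescence over baseline after thallium stimulus; more negative B-score means stronger Kir2.1 block with less thallium influx; some compounds called inactive have numbers as strong as hits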
CHT inh – human CHT choline transport inhibition; Q9GZV3; CHT-expressing cells, membrane potential dye, choline response; stronger effect = lower value; B-score at 10 µM; 310,000 compounds, 0.86% hits;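 active = B-score over 3 SD under the library average, and starting fluorescence ratio not unusually high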;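 also: choline stimulus applied at its EC90 after an EC20 pre-addition; B-score computed on integrated fluorescence ratio after choline addition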
An asterisk follows results filed as active; i = inactive; & = joins results of further samples.

Value order: KCNQ2 block, Kir21 inh, CHT inh
CCCn1c(=O)c2ccccc2n2c(SCC(N)=O)nnc12
→ i, 0.34, i
O=c1cc(O)n(-c2ccc(F)cc2)c(=S)[nH]1
→ i, -0.53, i
O=C(CSc1nnc2ccccn12)NNC(=O)c1ccccc1
→ i, -0.17, i
CC1CCc2nn(CC(=O)NC3CCCC3)cc2C1 (stereo unspecified)
→ i, 0.59, i
CCOc1ccc(-n2nnnc2SCC(=O)Nc2ccc(NC(C)=O)cc2)cc1
→ i, 0.56, i
O=C(O)c1ccc(N/N=C2/CCSc3ccc(F)cc32)cc1
→ i, 0.02, i
CCOC(=O)C1Nc2ccc(OC(F)(F)F)cc2C2C=CCC12 (stereo unspecified)
→ i, -0.4, i
Clc1nc(-c2ccccn2)nc2scc(-c3ccccc3)c12
→ i, -1.58, i
CCOC(=O)c1c(NC(=O)COC(=O)CNC(=O)c2ccc(Cl)cc2Cl)sc(C(=O)N(C)C)c1C
→ i, 0.37, i
COc1ccc(-c2cc(-c3ccc(N)cc3)nc(N)c2C#N)cc1OC
→ i, -0.74, i
O=C(Nc1ccc(S(=O)(=O)N2CCCC2)cc1)c1ccc([N+](=O)[O-])cc1
→ i, -0.06, i
Cc1csc(NC(=O)C2CCN(S(=O)(=O)c3ccccc3F)CC2)n1
→ i, 0.93, i
CC(C)(CNC(=O)c1ccccc1NS(C)(=O)=O)N1CCCCC1
→ i, 1.39, i
C/C(=N\N(c1ccccc1)c1ccccc1)c1ccc(O)cc1
→ i, -5.12*, i
Cc1ccc2nc(/C=C/c3cccc(F)c3)ccc2c1
→ i, 1.22, i
O=C(Nc1ccc(Br)cn1)c1ccc2nccnc2c1
→ i, 1.52, i
CCCc1nnc(NC(=O)CCC(=O)NCc2ccccc2Cl)s1
→ i, 2.33, i
COCCNC(=S)N(CCO)Cc1cc2cc3c(cc2[nH]c1=O)OCCO3
→ i, 0.23, i
O=[N+]([O-])c1cc([N+](=O)[O-])c2cccnc2c1O
→ i, -1.29, i
Cc1ccc(C(=O)NCCSC(C)(C)C)cc1
→ i, 0.84, i

Value order: KCNQ2 block, Kir21 inh, CHT inh
COc1ccc2c(c1)c(=O)c(C(=O)c1ccc(F)cc1)cn2CC(=O)Nc1ccc(F)cc1
→ i, -0.48, i
C#CC(C)(C)NC(=O)c1cnc(-c2ccccc2)nc1-c1ccccc1
→ i, 0.85, i
O=C(NCCc1ccccc1F)C1CCC(=O)N(CCCN2CCCC2=O)C1 (stereo unspecified)
→ i, 2.01, i
CC(OC(=O)c1ccncc1)C(=O)Nc1cc(S(=O)(=O)N2CCCCC2)ccc1Cl (stereo unspecified)
→ i, -0.98, i
Cc1ccc(Cn2c(C)cc3c(c2=O)C(c2cccs2)C(C#N)=C(N)O3)cc1 (stereo unspecified)
→ i, 0.06, i
CCOc1ccc(-c2noc(CCC(=O)O)n2)cc1
→ i, -0.01, i
Cc1cccc(CSc2nnc(NC(=O)CSc3nnc(C)s3)s2)c1
→ i, -0.07, i
N#C/C(=N\Nc1ccc(F)cc1)C(=O)C1CC1
→ i, 2.59, -6.22*
CN1c2ccccc2C(=O)/C(=C\Nc2ncccn2)S1(=O)=O
→ i, -0.29, i
COc1ccc(C(=O)NNC(=O)CCn2nnc(-c3ccc(C)cc3)n2)cc1OC
→ i, 0.06, i
COc1ccc(NC(=O)CSc2nnc(-c3cccnc3)s2)cc1
→ i, 0.05, i
C=CCNC(=O)CSCc1ccc(Br)cc1
→ i, -0.92, i
CCC1CCCCN1S(=O)(=O)c1ccc(NC(=O)c2ccncc2)cc1 (stereo unspecified)
→ i, 0.18, i
Cc1cc(C(=O)COC(=O)c2ccc(O)cc2)c(C)n1CC1COc2ccccc2O1 (stereo unspecified)
→ i, 0.36, i
O=C(CN1C(=O)c2cccc3cccc1c23)NC1CCCCC1
→ i, 0.21, i
Cc1ccc(C)c(OCc2cc(C(=O)N3CCN(c4cnccn4)CC3)no2)c1
→ i, 0, i
COc1cccc(C(=O)NCC(=O)n2nc(C)cc2C)c1
→ i, 1.33, i
CC(C)NC(=O)CN(Cc1ccc2c(c1)OCO2)C(=O)CCC(=O)Nc1ccccn1
→ i, -0.99, i
Cn1c(=S)n(/N=C/c2cccs2)c2ccccc21
→ i, -0.17, i
Cc1cc(NCc2cccnc2)no1
→ i, -0.38, i

An excerpt of these results, field by field:
C=CCNC(=O)CSCc1ccc(Br)cc1
  KCNQ2 block = i
  Kir21 inh = -0.92
  CHT inh = i
CCC1CCCCN1S(=O)(=O)c1ccc(NC(=O)c2ccncc2)cc1 (stereo unspecified)
  KCNQ2 block = i
  Kir21 inh = 0.18
  CHT inh = i
Cc1cc(C(=O)COC(=O)c2ccc(O)cc2)c(C)n1CC1COc2ccccc2O1 (stereo unspecified)
  KCNQ2 block = i
  Kir21 inh = 0.36
  CHT inh = i
O=C(CN1C(=O)c2cccc3cccc1c23)NC1CCCCC1
  KCNQ2 block = i
  Kir21 inh = 0.21
  CHT inh = i

Further compounds:
Value order: KCNQ2 block, Kir21 inh, CHT inh
Cc1nonc1NC(=O)c1oc2ccc(F)cc2c1C
→ i, 2.03, i
Cc1cccc(N2CCN(S(=O)(=O)c3ccc4c(c3)CC(C)N4C(=O)C3CC3)CC2)c1C (stereo unspecified)
→ i, 0.54, i
COc1ccc(C)cc1N(CC(=O)Nc1ccc2c(c1)OCCO2)S(C)(=O)=O
→ i, 0.26, i
O=c1oc(-c2cccs2)nc2c1cnn2-c1ccccc1
→ i, 1.1, i
Cc1cccc(NC(=O)CSc2n[nH]c(-c3cccnc3)n2)c1
→ i, -1.09, i
COc1cc(/C=N/Nc2nc(C)cc(=O)[nH]2)ccc1O
→ i, 0, i
Cc1cccc2c(-c3ccccc3)cc(=O)[nH]c12
→ i, 1.51, i
CCCCCOC(=O)CC(C(=O)OCCCCC)N1CCCCC1 (stereo unspecified)
→ -9.22*, -0.63, i
CC1=CC(c2ccccc2)=Nc2ccc(C)cc2N1
→ i, -0.03, i
Clc1ccccc1-c1nnc(CNC2CC2)o1
→ i, -0.45, i
Cc1ccc(NS(=O)(=O)c2ccc3c(c2)CCC(=O)N3)cc1C
→ i, -1.05, i
CCOc1ccc(S(=O)(=O)Nc2ccccc2SC)c2cccnc12
→ i, -1.28, i
CCOc1ccc(N(C(=O)Cn2nnc3ccccc32)C(C(=O)NC(C)(C)CC)c2cccn2C)cc1 (stereo unspecified)
→ i, 0.87, i
Cc1nn(Cc2ccccc2)c(Cl)c1/C=C1\NC(=S)NC1=O
→ i, 1.96, -7.71*
CC(C)NC(=O)C(=O)NCc1ccccn1
→ i, 1.62, i
Cc1cccc(OCC(=O)N/N=C/c2ccc3c(c2)OCO3)c1
→ i, 1.45, i
Cc1cccc(OC(=O)NCCOC(=O)N(O)c2ccc(Cl)cc2)c1
→ i, -0.58, i
CCCCN1CC[C@H]2C=CC[C@@H](C(=O)Nc3ccc(OC)cc3)[C@H]2C1=O
→ i, 0.35, i
CCOC(=O)C(C(=O)Nc1ccccc1C)C1CCCCC1 (stereo unspecified)
→ i, 1.86, i
CCOC(=O)C1CCCN(CCCc2ccccc2)C1 (stereo unspecified)
→ i, 1.08&-0.14, i

Value order: KCNQ2 block, Kir21 inh, CHT inh
Cc1ccc(Oc2ccc(C(=O)NC3CCSC3=O)cn2)cc1 (stereo unspecified)
→ i, 0.07, i
CCOC(=O)NC(=O)c1cn(CCN(C)C)c(=O)[nH]c1=O
→ i, -0.11, i
COc1cc(OC)cc(OCC(O)Cn2cnc3cc(C)c(C)cc32)c1 (stereo unspecified)
→ i, -0.92, i
O=[N+]([O-])c1ccc(N/N=C\c2ccccc2OCc2ccccc2)cc1
→ i, 0, i
CSc1cccc(NC(=O)CCCNC(=O)c2ccc(Cl)cc2)c1
→ i, -2.12, i
CCCCc1nc(Cl)c(CO)n1Cc1ccc(-c2ccccc2-c2nn[nH]n2)cc1
→ i, -0.62, i
CCOc1cc(C(=S)N2CCOCC2)ccc1OC(=O)c1cccc(C)c1
→ i, 1.07, i
COc1ccc(C(=O)Nc2ccccc2C(=O)N(Cc2ccco2)C(C(N)=O)C(C)C)cc1 (stereo unspecified)
→ i, 0.28, i
O=S(=O)(Nc1ncccn1)c1ccc(NC(=S)NCCc2ccc(Cl)cc2)cc1
→ i, 0.03, i
CCCCC(NC(C)=O)c1nc2ccccc2n1CCC (stereo unspecified)
→ i, 1, i
COc1cccc(NC(=O)Nc2nc(-c3ccc(OC)c(OC)c3)cs2)c1
→ i, -1.53, i
COc1ccc(OC)c(NC(=O)Nc2cccc3ccccc23)c1
→ i, 1.26, i
CC(C)(O)c1nnn(-c2ccccc2)c1C(F)(F)F
→ i, 0.74, i
CCC1CN(C(=O)N2CCC(C(=O)NCc3cccc(OC)c3OC)CC2)c2cc(C)ccc2O1 (stereo unspecified)
→ i, 0.17, i
CC(=O)c1cccc(NC(=O)c2cc(C(C)C)on2)c1
→ i, 0.82, i
O=C(NC1CC1)c1cccc(Br)c1
→ i, -1.71, i
CCCCC(=O)NNC(=S)NCc1ccccc1
→ i, 0.49, i
COc1cc2cc(C(N)=O)c(N)nc2cc1OC
→ i, -1.28, i
O=S(=O)(Cc1ccc(Cl)cc1)N1CCCC1
→ i, 0.95, i
COc1ccc(N=c2oc3ccc(OC)cc3cc2-c2nc3ccccc3[nH]2)cc1
→ i, 0.96, i

Value order: KCNQ2 block, Kir21 inh, CHT inh
O=S(=O)(Nc1cccc(-n2cnnn2)c1)c1cnc(Cl)c(Cl)c1
→ i, 0.71, i
N#CNC(=Nc1ccccc1F)SCc1ccc(C(=O)O)cc1
→ i, 1.14, i
CSc1nc(Cl)cc(Nc2ccccc2N)n1
→ -6.05*, -0.7, i
O=[N+]([O-])c1ccccc1-c1ccc(C(=S)N2CCCC2)o1
→ i, 0.84, i
Cc1ccc(OCc2nnc(N)s2)cc1
→ i, -0.87, i
Cc1onc(-c2ccccc2)c1C(=O)N/N=C/c1ccccc1OC(C)C
→ i, -0.18, i
COc1ccccc1NS(=O)(=O)c1ccc(NC(C)=O)cc1
→ i, 1.89, i
C=CCn1c(SCC(=O)NCc2ccc3c(c2)OCO3)nnc1C1COc2ccccc2O1 (stereo unspecified)
→ i, -2.27, i
CCOC(=O)CSc1nnc(N)s1
→ i, -1.01, i
Cc1cc(C)c2[nH]c(C(=O)Nc3ccc4c(c3)OCO4)cc2c1
→ i, -0.55, i
O=C(CCC(=O)Nc1ccccc1Cl)NNC(=O)NC1CCCCC1
→ i, 0.45, i
CC(=O)Nc1ccc(NC(=O)COC(=O)c2cnccn2)cc1
→ i, 1.3, i
Cc1cccc(C2c3[nH]c4ccccc4c3CCN2Cc2cccn2-c2ncccn2)c1 (stereo unspecified)
→ i, -1.78, i
S=c1[nH]nc(-c2ccccn2)n1/N=C/c1ccc(-c2ccccc2Cl)o1
→ i, -1.43, i
Cc1nc(NCc2ccco2)c2oc3ccccc3c2n1
→ i, 0.79, i
COc1ccc(-c2ccc(F)cc2)cc1[C@H]1[C@H]2C=CC[C@@H](C)[C@@H]2C(=O)N1Cc1ccccc1
→ i, -0.43, i
CCCCn1c2ccccc2c2nnc(SCC(=O)NC3=NN=C(c4ccccc4)CS3)nc21
→ i, 0.7, i
CC(C)Nc1nnc(SCC(=O)/C=C2\N(C)c3ccccc3C2(C)C)s1
→ i, -2.06, i
CSc1nc2nccc(-c3ccc(Cl)cc3)n2n1
→ i, -1.32, i
CC(OC(=O)/C=C/c1cccc(C(F)(F)F)c1)C(=O)NC1CCCCC1C (stereo unspecified)
→ i, -0.19, i

Value order: KCNQ2 block, Kir21 inh, CHT inh
Cc1cc(NC(=O)CSCC(=O)N(C)Cc2cccc(Cl)c2)no1
→ i, -0.31, i
Cc1cc(=O)[nH]c2c1cnn2Cc1ccccc1
→ i, -0.01, i
O=C(N=Nc1c(O)[nH]c2ccccc12)c1ccco1
→ i, 0.55, i
Cc1ccccc1NC(=O)C1CCN(S(=O)(=O)c2cccc3nonc23)CC1
→ i, -0.61, i
Cc1ccc(C(=O)N/C(=C\c2cccs2)C(=O)NCC2CCCO2)cc1C (stereo unspecified)
→ i, 0.67, i
CCC(C)(C)NC(=O)C(c1ccc(C)cc1)N(Cc1cccnc1)C(=O)c1csnn1 (stereo unspecified)
→ i, -4.15, i
COC(=O)CCc1ccc(O)cc1
→ i, 0.98, i
Cc1ccc(C)c(S(=O)(=O)Nc2cc3c4c(c2)CC(=O)N4CCC3)c1
→ i, 1.14, i
Cc1ccc(C)c(OCCNc2ccc([N+](=O)[O-])cn2)c1
→ i, -0.2, i
CC1CCN(C(=O)CSc2nnc(Cn3c(=O)sc4ccccc43)n2C)CC1
→ i, -0.23, i
CCc1ccc(/C=C/C(=O)c2ccc(S(=O)(=O)N(C)C)cc2)cc1
→ i, -0.04, i
O=C(CN1CCN(S(=O)(=O)c2ccc(Br)cc2)CC1)N/N=C/c1cccnc1
→ i, 0.39, i
COc1ccccc1N(CC(=O)NC1CCCC1)C(=O)c1csnn1
→ i, 0.91, i
O=c1[nH]nc(-c2ccc(F)cc2)cc1Cc1cccs1
→ i, 1.61, i
CCCC[C@@H]1CNCCN1CCc1cccc2ccccc12
→ i, -2.18, i
COc1cccc(CNC(=O)CCn2ccc3cc(S(=O)(=O)N4CCCC4)ccc32)c1
→ i, -0.95, i
Cc1nc2nc(C)c(CCC(=O)Nc3ccc4c(c3)OCO4)c(C)n2n1
→ i, -0.01, i
Cc1noc(C)c1CSc1nnc(-c2ccncc2)n1-c1ccc(Cl)c(Cl)c1
→ i, -0.14, i
O=C1CCC2c3ccc4ccccc4c3CCN12 (stereo unspecified)
→ i, 1.92, i
